Source: PubChem (several laboratories)
XIAP displacement: XIAP antagonists, biochemical, IAP family, fluorescence polarization (AID 1018) | displacement, % at 20 µM, or IC50 in µM where a hit was titrated | hit rate 0.007% among 200,000 | XIAP BIR domain, fluorescence polarization peptide displacement; higher % means a stronger effect; in the data active means displacement above about 50%; further: a part of the inactive calls stands beside numbers as strong as those of hits
SIAH1 antagonists: blockers of Siah-1 interaction with plectin peptide – biochemical, fluorescence polarization, rhodamine-plectin, uHTS, primary screen (AID 1817); displacement, % at 20 µM; hits with a dose series show IC50 in µM; Siah-1 / rhodamine-plectin peptide fluorescence polarization; higher % means a stronger effect; hit rate 0.02% among 290,000;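 active means displacement of at least 50% at 20 µM, with a fluorescence ratio check between 0.3 and a set limit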;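 further: plate controls were Siah plus tracer with DMSO for no effect and tracer alone without Siah for full effect; strong numbers were not always called active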
LYP inhibition: PTPN22 lymphoid phosphatase activity blockers – biochemical, fluorescence intensity, uHTS (AID 1779). recombinant LYP phosphatase, fluorescence intensity; higher % means a stronger effect. inhibition, % at 11.5 µM, or IC50 in µM where a hit was titrated. hit rate 0.054% among 290,000;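 further: plate controls were vehicle with enzyme for no effect and no enzyme for full effect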
AID2073: inhibitors of Mint1-CaV2.2 protein interaction, biochemical, HTRF (AID 2073). hit rate 0.19% among 290,000. HTRF protein-protein interaction, Mint1-CaV2.2; higher % means a stronger effect. one-dose inhibition, % at 20 µM; IC50 in µM for titrated hits; in the data active means inhibition mostly above about 51%, no sharp cut-off; inconclusive means no clear call, values can overlap the other calls; inactive means mostly below about 53%; further: some results filed as inactive read as strong as hits
Lipid droplet: hepatic lipid droplet formation modulation. hit rate 0.4% among 240,000. inhibition, % at 6.5 µM. AML12 mouse hepatocytes, oleate lipid droplets, BODIPY imaging;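 active means lipid droplet intensity inhibited by at least 50%, with more than 500 cells counted; inconclusive means wells with under 300 cells, treated as cytotoxic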
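Test system: AML12 hepatocytes (mouse); reagent: oleate loading, 100 µM; dosing: one dose, 6.5 µM compound; incubation: overnight exposure; signal: fluorescence imaging, 20x objective, two fields per well; read-out basis: % inhibition of corrected integrated BODIPY droplet signal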
Dengue-2 NS5 capping: flavivirus cap methylation enzyme inhibition – biochemical, confirmation dose response, primary screen (AID 588689); Dengue-2 NS5 methyltransferase capping enzyme assay, biochemical; higher % means a stronger effect; one-dose inhibition, % at 25 µM; IC50 in µM for titrated hits; hit rate 0.3% among 340,000; in the data active means a potency from the dose series; inconclusive means inhibition above about 29% without an active follow-up result
NOD2 inhibition: inhibition of NOD2-driven NF-kB reporter – cell-based, luminescence, uHTS, HEK293 (AID 1566); HEK293 NOD2/NF-kB luciferase reporter, luminescence; higher % means a stronger effect; one-dose inhibition, % at 4 µM; EC50 in µM for titrated hits; hit rate 0.63% among 290,000; further: many of its hits are not listed in these tables
HIV peptide binding: inhibitors of HIV fusion peptide binding, primary screen, biochemical, uHTS, fluorescence dequenching (AID 1986). cell-free peptide binding, fluorescence dequenching, 30 min; higher % means a stronger effect. one-dose inhibition, % at 20 µM; IC50 in µM for titrated hits. hit rate 0.3% among 290,000; in the data active means inhibition mostly above about 52%, no sharp cut-off; inactive means mostly below about 76%; further: some results filed as inactive read as strong as hits
Myeloid diff MLP: promotes myeloid progenitor differentiation; hit rate 1% among 360,000; ER-HoxA9 myeloid progenitors, lysozyme-GFP differentiation, flow cytometry; calls only at 10 µM;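 active means normalized GFP-positive differentiation at or above the plate's own cutoff, the solvent-only control mean plus 3 SD; inconclusive means no clear call, values can overlap the other calls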;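 further: cells exposed to compound for four days before flow analysis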
Lipid droplet cells 6.5 µM: also measured in Lipid droplet; calls as there; cell count; measured here: cell count, cytotoxicity flag;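 cells counted across two imaged fields per well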
Myeloid diff MLP GFP+ MAC1+ %: further read-out of Myeloid diff MLP, marked with its call; GFP+ MAC1+ double positive, %; measured here: differentiation confirmed by MAC1 staining
Active calls of the source: *; i = inactive; u = inconclusive; x = no result given. Unless noted, no stated cut-off is given here; in the data, active means inhibition above about 50%; inactive means the rest.

cpd	compound	XIAP displacement	SIAH1 antagonists	LYP inhibition	AID2073	Lipid droplet	Lipid droplet cells 6.5 µM	Dengue-2 NS5 capping	NOD2 inhibition	HIV peptide binding	Myeloid diff MLP	Myeloid diff MLP GFP+ MAC1+ %
1	CCCC(C(=O)NCc1ccco1)N(C(=O)CNS(=O)(=O)c1ccccc1)C1CCCC1 (centres undefined)	-1.8%	-1%	0%	-4%	-30	763	-1%	0%	1.1%	i	0.8
2	COc1ccc(CNC(=O)c2c(-c3cc(Cl)c(OC)c(Cl)c3)noc2C)cc1	-7.8%	-5%	-8%	7%	x	x	4%	18%	0.1%	i	6.6
3	O=c1[nH]c(CN2CCN(S(=O)(=O)c3ccccc3C(F)(F)F)CC2)nc2sc3c(c12)CCCC3	-9.4%	1%	5%	14%	4	640	-1%	-14%	7.8%	i	0.3
4	O=S(=O)(NCc1ccc(Cl)cc1)c1cccc2cccnc12	x	0%	-8%	5%	10	650	-6%	2%	0.2%	i	0.1
5	NS(=O)(=O)c1ccc(NC(=S)NCc2cccc(Cl)c2)cc1	-7.2%	-4%	0%	-18%	0	628	-3%	-21%	-0.2%	i	1.0
6	CCN1CCCC1CNC(=O)c1cc2ccc(OC)cc2[nH]1 (centres undefined)	x	2%	-4%	-1%	4	877	-4%	4%	-1.5%	i	1.0
7	O=C(CC(=O)N/N=C\c1ccccc1)NCCc1ccccc1	x	0%	-6%	0%	-1	834	-9%	-6%	1.0%	i	0.5
8	Cc1ccc(-n2c(-c3ccco3)nc3nc4ccccc4nc32)cc1	-4.9%	-5%	9%	u	2	729	-12%	9%	47%	i	0.3
9	CC(=O)NC1=NC(=O)/C(=C/c2cc(C)n(-c3cccc(C(=O)O)c3)c2C)S1	-4.9%	8%	-3%	36%	-2	714	x	1%	52%	i	0.2
10	CC(C)(C)OC(=O)N1CCC(C(=O)N2CCC[C@H]2C(=O)O)CC1	-9.1%	0%	-7%	-3%	x	x	1%	-6%	2.8%	i	2.6
11	Cc1ccc(NC(=O)COC(=O)c2cc(C)nc3ccccc23)c([N+](=O)[O-])c1	-4.5%	2%	-4%	38%	-14	681	-5%	6%	2.5%	i	0.5
12	COc1ccc(NC(=O)CCC(=O)N/N=C/c2cccnc2)cc1	x	2%	-4%	4%	-7	704	-10%	-2%	0.1%	i	1.1
13	O=c1c2[nH]c3ccc(F)cc3c2ncn1CCN1CCN(Cc2ccccc2)CC1	1.3%	4%	-2%	-1%	-4	610	-3%	-1%	-0.8%	i	5.4
14	Cc1[nH]nc(S(=O)CC(=O)O)c1[N+](=O)[O-] (centres undefined)	-5.5%	5%	-5%	-12%	16	672	1%	13%	-0.1%	i	0.3
15	Cc1ccc(-c2nsc(SCC(=O)NCC3CCCO3)n2)cc1 (centres undefined)	-0.3%	4%	-7%	5%	8	718	2%	-16%	1.0%	i	0.8
16	COc1ccc(C(=O)N/N=C(\C)CC(=O)Nc2ccc(Cl)cn2)cc1	x	2%	-3%	4%	-1	664	-12%	11%	-2.4%	i	1.0

Reprinted at random: five records from the list.
cpd	compound	XIAP displacement	SIAH1 antagonists	LYP inhibition	AID2073	Lipid droplet	Lipid droplet cells 6.5 µM	Dengue-2 NS5 capping	NOD2 inhibition	HIV peptide binding	Myeloid diff MLP	Myeloid diff MLP GFP+ MAC1+ %
10	CC(C)(C)OC(=O)N1CCC(C(=O)N2CCC[C@H]2C(=O)O)CC1	-9.1%	0%	-7%	-3%	x	x	1%	-6%	2.8%	i	2.6
11	Cc1ccc(NC(=O)COC(=O)c2cc(C)nc3ccccc23)c([N+](=O)[O-])c1	-4.5%	2%	-4%	38%	-14	681	-5%	6%	2.5%	i	0.5
9	CC(=O)NC1=NC(=O)/C(=C/c2cc(C)n(-c3cccc(C(=O)O)c3)c2C)S1	-4.9%	8%	-3%	36%	-2	714	x	1%	52%	i	0.2
14	Cc1[nH]nc(S(=O)CC(=O)O)c1[N+](=O)[O-] (centres undefined)	-5.5%	5%	-5%	-12%	16	672	1%	13%	-0.1%	i	0.3
13	O=c1c2[nH]c3ccc(F)cc3c2ncn1CCN1CCN(Cc2ccccc2)CC1	1.3%	4%	-2%	-1%	-4	610	-3%	-1%	-0.8%	i	5.4

Remaining list, next part
cpd	compound	XIAP displacement	SIAH1 antagonists	LYP inhibition	AID2073	Lipid droplet	Lipid droplet cells 6.5 µM	Dengue-2 NS5 capping	NOD2 inhibition	HIV peptide binding	Myeloid diff MLP	Myeloid diff MLP GFP+ MAC1+ %
17	CCOC(=O)c1c(C)[nH]c(C(=O)N2CCC(C(=O)OCC)CC2)c1C	x	0%	-5%	0%	-2	689	-4%	0%	0.1%	i	0.6
18	O=C(NCC(c1cccnc1)N1CCN(c2ccc(F)cc2)CC1)c1cccc(Cl)c1 (centres undefined)	-5.2%	3%	-4%	-4%	x	x	-2%	24%	-2.7%	i	0.9
19	CC1(c2ccccc2Cl)NC(=O)N(CC(=O)Nc2ccccc2OC(F)F)C1=O (centres undefined)	x	-2%	-7%	4%	-12	831	-5%	-14%	1.0%	i	0.6
20	Cc1cc(C)n(-c2nc3ccccc3nc2NCCc2ccccc2)n1	-5.8%	3%	3%	3%	x	x	-3%	8%	2.2%	i	1.7
21	O=C(COC(=O)c1cccc(S(=O)(=O)N2CCOCC2)c1)Nc1ccc2c(c1)OCO2	-1.0%	3%	-8%	-4%	x	x	-4%	9%	-1.0%	i	0.8
22	Cc1ccc(C2CC(c3ccccc3Cl)n3nc(N)nc3N2)cc1 (centres undefined)	-6.1%	3%	-7%	2%	x	x	1%	-13%	-4.0%	i	1.1
23	O=C(c1ccc(Br)o1)N1CCN(c2ccccn2)CC1	-3.0%	-4%	-1%	-2%	-9	725	-1%	0%	-3.2%	i	4.3
24	c1ccc(C2=Nn3c(nnc3-c3ccco3)SC2)cc1	-0.6%	1%	-4%	13%	19	701	2%	7%	1.4%	i	0.1
25	CCS(=O)(=O)N1Cc2ccccc2CC1C(=O)OCC(=O)Nc1ccc(C)cc1 (centres undefined)	-4.4%	-5%	-3%	34%	x	x	-6%	-10%	3.4%	i	0.5
26	COc1ccc(NC(=O)COC(=O)c2ccncc2)c(OC)c1	-4.0%	6%	2%	7%	-1	632	-3%	14%	0.8%	i	0.4
27	NC(=O)COC(=O)c1cc(-c2cccs2)nn1-c1ccccc1	1.1%	4%	-1%	-1%	8	651	-4%	8%	-0.9%	i	0.2
28	COc1ccc(NCc2ccc([N+](=O)[O-])s2)c(OC)c1	-6.4%	51%	-1%	20%	-20	551	7%	4%	25%	u	x
29	Cc1cc(C)nc(SCC(=O)NCc2ccco2)n1	-3.7%	0%	-4%	2%	x	x	-6%	22%	0.5%	i	0.9
30	O=C(CSc1cn(CCNC(=O)c2ccccc2)c2ccccc12)NCc1ccco1	-7.4%	-3%	0%	1%	x	x	1%	0%	-0.7%	i	4.5
31	COCC(C)N1CCC(Oc2ccc(C(=O)NCc3ccccn3)cc2)CC1 (centres undefined)	x	-4%	-9%	5%	-6	805	0%	5%	1.1%	i	6.5
32	COc1ccc(NC(=O)NCC(C)CSc2ccc(C)cc2)c(OC)c1 (centres undefined)	x	0%	2%	1%	-35	803	-3%	-7%	-0.5%	i	0.4

Going on with the list.
Short forms – A = XIAP displacement; B = SIAH1 antagonists; C = LYP inhibition; D = AID2073; E = Lipid droplet; F = Lipid droplet cells 6.5 µM; G = Dengue-2 NS5 capping; H = NOD2 inhibition; I = HIV peptide binding; J = Myeloid diff MLP; K = Myeloid diff MLP GFP+ MAC1+ %
(33) CCN(CC)S(=O)(=O)c1ccc(NCc2ccccn2)nc1
  A: x | B: 4% | C: -3% | D: -5% | E: -1 | F: 849 | G: -5% | H: -21% | I: 1.2% | J: i | K: 1.0
(34) CCOc1cc(/C=N\NC(=O)c2ccc(NC(=O)C(C)(C)C)cc2)ccc1OC(=O)c1cccc(C)c1
  A: -13% | B: 1% | C: -3% | D: 9% | E: x | F: x | G: -8% | H: 33% | I: -0.7% | J: i | K: 1.1
(35) Cc1cc(C)c2c(N)c(C(=O)NN3CC(=O)N(c4cccc(Cl)c4)CC3=O)sc2n1
  A: x | B: 5% | C: -13% | D: 49% | E: -1 | F: 687 | G: 1% | H: 21% | I: -0.7% | J: i | K: 0.9
(36) CC(C)Oc1ccc(C(=O)NCCNC(=O)c2ccco2)cc1
  A: x | B: 2% | C: -6% | D: 3% | E: 21 | F: 804 | G: -6% | H: -32% | I: 1.4% | J: i | K: 0.2
(37) Cc1ccc(S(=O)(=O)N(C)C)cc1NC(=O)c1ccc(OC(F)(F)F)cc1
  A: -1.4% | B: -3% | C: 2% | D: 4% | E: -5 | F: 700 | G: -3% | H: 3% | I: 1.5% | J: i | K: 0.0
(38) O=C(COC(=O)c1ccc(O)cc1)NCCCc1ccccc1
  A: -3.0% | B: 4% | C: 1% | D: 0% | E: -7 | F: 702 | G: 2% | H: 16% | I: -1.3% | J: i | K: 0.5
(39) CC(C)C(C(=O)Nc1ccc(S(=O)(=O)N2CCOCC2)cc1)N1C(=O)c2ccccc2C1=O (centres undefined)
  A: -7.9% | B: 2% | C: -2% | D: 4% | E: -1 | F: 789 | G: -1% | H: 2% | I: 0.5% | J: i | K: 7.0
(40) CCN(C(=O)COC(=O)c1ccc(OC)c(S(=O)(=O)N2CCCc3ccccc32)c1)C1CCS(=O)(=O)C1 (centres undefined)
  A: -3.6% | B: 5% | C: -5% | D: 0% | E: 16 | F: 626 | G: 0% | H: -6% | I: 1.6% | J: i | K: 0.6
(41) O=C(CN(Cc1ccccc1)C(=O)c1ccc2c(c1)OCCO2)NCc1ccc2c(c1)OCO2
  A: 0.3% | B: 2% | C: -5% | D: -5% | E: x | F: x | G: -10% | H: -19% | I: 1.7% | J: i | K: 0.5
(42) COc1ccccc1-n1cnnc1SCC(=O)Nc1cc(C(C)(C)C)nn1-c1ccccc1
  A: -21% | B: 2% | C: -2% | D: -5% | E: x | F: x | G: -3% | H: 22% | I: -0.9% | J: i | K: 2.3
(43) Cc1nc(SCc2ccc(O)c([N+](=O)[O-])c2)n[nH]1
  A: -6.2% | B: 9% | C: 0% | D: -6% | E: -19 | F: 575 | G: -10% | H: 7% | I: 0.4% | J: i | K: 0.7
(44) C/C(=N\NC(=O)c1nnn(-c2nonc2N)c1CN(C)c1ccccc1)c1cccs1
  A: x | B: -1% | C: 8% | D: 21% | E: -1 | F: 704 | G: -10% | H: 6% | I: -0.6% | J: i | K: 0.8
(45) COC(=O)c1ccc(NC(=O)C(=O)N2CCCC2)cc1
  A: -5.4% | B: -3% | C: 0% | D: 0% | E: -3 | F: 764 | G: -3% | H: -55% | I: -1.2% | J: i | K: 0.9

A portion of the library (hit frequency here may not be typical).
